HEK293 cAMP ctrl: parental HEK293 cAMP activation (counter-screen). parental HEK293 CNG cAMP sensor, membrane potential fluorescence. Potency, µM (top dose mostly 57.1 µM), for the others: at the highest dose activation, actives largely listed as activators. 73,000 tested, 2.5% active. AID 938; further: potency means the concentration at half of the fitted maximal effect; % of control where 0% means no effect; nearly all actives have a fitted effect of over 55% in size
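Parental HEK 293 cells stably expressing a modified CNG channel (no TSHR) report cAMP rise as membrane depolarization. Membrane potential dye with 100 uM RO 20-1724 was loaded for 60 min at room temperature, then compound added for 30 min; fluorescence read at 590 nm.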
TexasRed autofl: Texas Red region autofluorescence | Compound fluorescence, Texas Red channel, 547/618 nm; stronger effect = higher value | max dye-equivalent concentration, M | 59,000 tested, 0.06% active | AID 587; in the data active means max dye-equivalent concentration above about 10 nM; inconclusive means between about 1.1 nM and that limit
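Texas Red-region profiling: compounds in 100 mM Tris pH 8.0 were read at 547/618 nm after 15 min at room temperature. Intensities were normalized against a six-point Texas Red standard series to give dye-equivalent concentration.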
Rhodamine fluor: compound fluoresces in the rhodamine spectral region. Rhodamine-region fluorescence, 547/598 nm, Tris buffer; stronger effect = higher value. max dye-equivalent concentration, M. 59,000 tested, 0.05% active. AID 594; in the data active means max dye-equivalent concentration above about 11 nM; inconclusive means between about 1.1 nM and that limit
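Compound fluorescence in 100 mM Tris, pH 8.0, read after 15 min at room temperature with 547 nm excitation and 598 nm emission. Output is dye-equivalent concentration from an on-plate rhodamine standard series.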
Fluorescein autfl: compound autofluorescence in fluorescein spectral region; Compound autofluorescence, 480/540 nm, fluorescein-equivalent; stronger effect = higher value; max fluorescein-equivalent concentration, M; 59,000 tested, 0.91% active; AID 593; in the data active means max fluorescein-equivalent concentration above about 10 nM; inconclusive means between about 1.1 nM and that limit
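Library compounds, added at multiple concentrations to pH 8.0 Tris buffer (100 mM), incubate 15 min at room temperature before CCD imaging at 480 nm excitation and 540 nm emission.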
BRCT PPI red: disrupts BRCA1 BRCT binding to phosphoprotein, red fluorophore readout. 75,000 tested, 0.03% active. AID 892. BRCT-phosphopeptide binding, red fluorescence polarization. Potency, µM (series often up to 76.9 µM), without a hit: top-dose activity change, negative = inhibition, hits mostly inhibitors. P38398; further: on the % scale 0 is the no-effect control and ±100 the full control effect
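Rhodamine-labelled pBACH1 10-mer (100 nM) bound to BRCT domain (100 nM) at pH 7.3; compounds incubated 12 min room temperature, polarization read. Free peptide defines full inhibition; unlabelled decapeptide titrated as control.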
A350 fluor: A350 region autofluorescence; Compound autofluorescence, 340/450 nm, Alexa 350 dye-equivalents; stronger effect = higher value; max dye-equivalent concentration, M; 59,000 tested, 11% active; in the data active means max dye-equivalent concentration above about 10 nM; inconclusive means mostly about 1.1 nM to 9.6 nM
Caspase-1 inhib: blocks human caspase-1 allosterically or competitively; AID 900; Caspase-1 enzyme, Ac-WEHD-AFC fluorogenic rate; 75,000 tested, 0.03% active; P29466; Potency, µM (highest dose often 57.5 µM), for the others: at the top dose activity change, negative = inhibition, most hits filed as inhibitors;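 further: potency means the concentration at half of the fitted maximal effect; plate controls were vehicle for no effect and no substrate for full effect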
USP2a inhib: USP2a (human) protease inhibition. O75604. USP2a enzymatic assay, qHTS inhibition. Potency, µM (series often up to 38.3 µM), for the others: top-dose activity change, negative = inhibition, usual class: inhibitors. 60,000 tested, 0.1% active. AID 927;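 further: potency means the concentration at half of the fitted maximal effect; nearly all actives have a fitted effect of over 60% in size; plate controls were DMSO for no effect and NEM full inhibition control for full effect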
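Coupled readout: USP2-cleaved Ub-PLA2 (20nM final) turns over NBD C6-HPC (20uM final), Ex 460nm/Em 535nm after 2.5 h, time-zero read flagging artifacts. Enzyme (20nM final, pH 8.0 Tris) given 30 min RT with compound first; NEM defines full inhibition.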
4-MU autofl: compound fluoresces in the 4-MU spectral region | compound autofluorescence, 340/450 nm, 4-MU equivalents; stronger effect = higher value | max dye-equivalent concentration, M | 59,000 tested, 11% active; in the data active means max dye-equivalent concentration above about 10 nM; inconclusive means mostly about 1.1 nM to 9.6 nM
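Intrinsic fluorescence at 340/450 nm (ex/em) was read after 15 min at room temperature in pH 8.0, 100 mM Tris. Each compound concentration expressed as 4-MU-equivalent concentration from a six-point 4-MU standard series on each plate.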
Casp7 inh: blocks human caspase-7 allosterically or competitively | AID 889 | 75,000 tested, 0.02% active | recombinant caspase-7, Ac-DEVD-AFC fluorescence rate | P55210 | Potency, µM (series often up to 57.5 µM), inactives show at the highest dose activity change, negative = inhibition, hits mostly inhibitors; active means well fitted inhibition curve with a large enough effect in the main read-out, with a control signal flat, not every such curve was filed as active; inconclusive means small, poorly fitted or top-dose-only effect, or a change in a side signal; further: potency means the concentration at half of the fitted maximal effect; % of control where 0% means no effect
BRCT inh green: BRCA1 BRCT-phosphoprotein interaction inhibition; Potency, µM (titrated, usually from 76.9 µM), inactives show at the top dose activity change, negative = inhibition, actives largely listed as inhibitors; BRCA1 BRCT-phosphopeptide binding, green fluorescence polarization; 75,000 tested, 0.05% active;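 further: potency means the concentration at half of the fitted maximal effect; plate controls were peptide without protein for full effect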
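Fluorescence polarization: His-tagged BRCT (~35 kDa BRCA1 C-terminus, 250 nM) bound to 100 nM fluorescein-labeled phosphorylated 10-aa BACH1 peptide, pH 7.3 phosphate buffer with DTT and Tween 20. Compounds incubated 12 min at room temperature; inhibition read as lowered polarization.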
Active calls of the source: *; i = inactive; ? = inconclusive; · = no result given; [ ] = another dose, or the depositor's remark. Unless noted, the call rests on the fitted dose curve; in most records, active means well fitted curve in the direction sought with a large enough effect; inconclusive means small, poorly fitted or top-dose-only effect, or another doubt; inactive means no such curve, though single readings can be large; an effect the other way counts as inactive or inconclusive. Not all compounds are listed, so the mix of outcomes need not match the whole.

SMILES	HEK293 cAMP ctrl	TexasRed autofl	Rhodamine fluor	Fluorescein autfl	BRCT PPI red	A350 fluor	Caspase-1 inhib	USP2a inhib	4-MU autofl	Casp7 inh	BRCT inh green
O[C@H](C[C@@H]1CCCCN1)c1ccc2c(c1)oc1ccccc12	8%[11.4 µM]	?	i	i	0.7%[15.4 µM]	i	-2%[11.5 µM]	·	i	5%[11.5 µM]	0.6%[15.4 µM]
Cc1cc(C)n2nc(SCC(=O)c3ccc[nH]3)nc2n1	4%	?	i	?	-3.8%	i	-1%	10%	i	-2%	-1.5%
c1csc(CNc2nc(-c3ccc4c(c3)OCO4)nc3ccccc23)c1	15%	i	i	i	-0.8%	i	-7%	?	i	-7%	1.4%
N[C@@H](C(=O)O)c1ccc(O)c(C(=O)O)c1	0%	·	·	·	-0.2%	·	0%	·	·	1%	-0.6%
Cc1c(N=C2SCC(=O)N2c2c(C)n(C)n(-c3ccccc3)c2=O)c(=O)n(-c2ccccc2)n1C	-9%[2.29 µM]	?	i	i	0.6%	i	5%	-2%	i	-1%	1.7%
Nc1nc(=S)c2[nH]cnc2[nH]1	·	·	·	·	-3.1%	·	1%	-11%	·	0%	0.1%[3.08 µM]
CN=C1c2c(-c3ccccc3)c3cc(OC)ccc3n2CCN1C	·	i	i	?	·	?	·	·	?	·	·
Nc1nnc(SCc2ccc(F)cc2)s1	-2%	i	i	i	-1.6%	i	-1%	-4%	i	1%	-1.4%
CCCCCC(=O)N1CC2(CC)CN(C(=O)CCCCC)CC(CC)(C1)C2=O	·	i	i	i	·	i	·	·	i	·	·
CNc1nc(C)c(C#N)c(-c2ccccc2)c1C(C)=O	16%	i	i	i	0.4%	1.3e-08M*	-4%	-5%	?	0%	-1.9%
CC(=O)C[C@H](c1ccc([N+](=O)[O-])cc1)c1c(O)c2ccccc2oc1=O	-3%[25.6 µM]	?	i	?	0.1%[34.4 µM]	i	-1%[25.7 µM]	-8%[17.1 µM]	i	0%[25.7 µM]	-1.3%[34.4 µM]
COc1cccc(CNCC(=O)N2C(C)CCCC2C)c1 (stereo unspecified)	4%	?	i	?	-0.6%	i	-1%	-10%	i	5%	-4.5%
Cc1cc(C)n2nc(C(=O)N3CCOCC3)nc2n1	-1%	i	i	i	-0.3%	i	-1%	-10%	i	-1%	-1.5%
O=C(Nc1ccc(Cl)cc1)NC1(C(=O)NCCCN2CCOCC2)CCCCC1	5%	i	i	?	-0.4%	i	2%	0%	i	·	-1.2%
CCOc1ccc(-c2[nH]ncc2Oc2ccccc2OCC)c(O)c1	-1%	i	i	i	0.4%	i	-4%	?	i	-9%	2.0%
N#CC(C(=O)OCc1ccccc1)c1nc2ccccc2nc1N1CCOCC1 (stereo unspecified)	?	i	i	?	-0.1%	?	?	16%	i	-16%	-4.4%
Cc1ccc(C(=O)Nc2c(C(=O)N3CCOCC3)cnn2-c2ccccc2)cc1	-3%[11.4 µM]	·	·	·	-0.2%	·	-2%	3%[7.66 µM]	·	-11%	1.4%
NC(=O)N1c2ccccc2CC(=O)c2ccccc21	22%	i	i	3.3e-08M*	1.0%	1.8e-08M*	-15%	-15%	1.3e-08M*	-6%	-1.6%
CCCOc1cccc(OCCSc2nc(C)cc(=O)[nH]2)c1	18%	i	i	i	-0.4%	i	1%	4%	i	-3%	-0.2%
COc1ccc(NC(=O)c2ccco2)cc1NC(=O)c1cccc(OC(C)C)c1	?	i	i	i	0.0%	i	0%	169%[activator]	i	-2%	0.3%

Quoted from the entries so far for reference:
SMILES	HEK293 cAMP ctrl	TexasRed autofl	Rhodamine fluor	Fluorescein autfl	BRCT PPI red	A350 fluor	Caspase-1 inhib	USP2a inhib	4-MU autofl	Casp7 inh	BRCT inh green
CCCOc1cccc(OCCSc2nc(C)cc(=O)[nH]2)c1	18%	i	i	i	-0.4%	i	1%	4%	i	-3%	-0.2%
COc1ccc(NC(=O)c2ccco2)cc1NC(=O)c1cccc(OC(C)C)c1	?	i	i	i	0.0%	i	0%	169%[activator]	i	-2%	0.3%

(continued)
SMILES	HEK293 cAMP ctrl	TexasRed autofl	Rhodamine fluor	Fluorescein autfl	BRCT PPI red	A350 fluor	Caspase-1 inhib	USP2a inhib	4-MU autofl	Casp7 inh	BRCT inh green
CCn1c(SCc2ccc(C)cc2)nnc1-c1cnccn1	?	?	i	i	0.0%	?	0%	15%	?	1%	-0.3%
O=C(Oc1cc(=O)oc2ccccc12)c1ccco1	?	i	i	i	-0.6%	i	-2%	-9%	i	-1%	-2.5%
CN(C)S(=O)(=O)c1cccc(C(=O)OCC(=O)Nc2sccc2C(N)=O)c1	-11%	i	i	i	-0.4%	i	-3%	25%	i	-2%	1.7%
O=C(COc1ccccc1)Nc1ccc(S(=O)(=O)N2CCOCC2)cc1	25%	·	·	·	-0.7%	·	-2%	·	·	0%	-1.0%
Cc1cccc(N2CCN(C(=O)c3ccc(CS(=O)(=O)c4ccccc4C)o3)CC2C)c1 (stereo unspecified)	25µM*	i	i	i	-0.3%	i	-2%	26%	i	-4%	1.1%
c1ccc(SCc2nc(-c3ccccn3)no2)cc1	4%	i	i	?	-1.0%	i	2%	6%	i	-1%	-0.4%
CCCCn1c(C(C)NC(=O)CC)nc2ccccc21 (stereo unspecified)	7%	·	·	·	0.4%	·	-3%	·	·	0%	0.5%
COc1ccc(NC(=O)c2oc3ccc(S(=O)(=O)N4CCC5(CC4)OCCO5)cc3c2C)cc1	9%	i	i	?	0.9%	i	-4%	34%[activator]	i	-1%	0.2%
CCCc1ccc(OCc2ccc(C(=O)N3CCN(c4ccccn4)CC3)o2)c(OC)c1	?	i	i	i	-0.1%	i	-2%	-1%	i	-5%	0.2%
COc1ccc(CCNC(=O)Cn2cnc3c2c(=O)n(C)c(=O)n3C)cc1OC	4%	?	i	i	-0.1%	i	1%	-7%	i	-1%	-2.0%
CCN(CC)CCCNC(=O)Cc1c(C(=O)O)n(C)c2ccccc12	-2%	i	i	i	-2.3%	i	-1%	0%	i	4%	0.0%
COC(=O)c1ccc(C(NC(=O)OCc2ccccc2)/C(=C/[C@@H](C)C(=O)NCCc2c[nH]c3ccccc23)c2cccnc2)cc1 (stereo partly specified)	3%	·	·	·	1.0%	·	-4%	·	·	-2%	-2.3%
CCC(Sc1nc2ccccc2[nH]1)C(=O)Nc1cc(C)on1 (stereo unspecified)	18%	i	i	?	0.3%	i	1%	6%	i	-1%	-1.2%
C=CCNC(=O)CCCOc1cc(C)ccc1C	4%	i	i	?	1.2%	i	-1%	11%	i	0%	-2.2%
CC(C)(O)c1nnn(-c2ccccc2)c1C(F)(F)F	1%	i	i	i	-0.6%	i	1%	-2%	i	-2%	-2.2%
FC(F)(F)c1ccc2c(c1)nc1n2CCCC1	7%	i	i	i	-1.6%	i	3%	8%	i	0%	-1.1%
CCN1CC2CCCC3(C1)C(=O)NC1(CCCCC1)N=C23 (stereo unspecified)	9%	i	i	i	-0.5%	?	-5%	-2%	?	-6%	-1.8%
C=CCN(C(=O)CNC(=O)c1ccco1)C(C(=O)NC1CCCCC1)c1ccc(F)cc1 (stereo unspecified)	?	i	i	i	1.4%	i	-1%	13%	i	-1%	-0.8%
O=C(O)c1n[nH]c2c1CCCCC2	7%	i	i	?	-0.5%	i	0%	-9%	i	8%	-2.1%
N#Cc1c(C(F)(F)F)cc(C2CC2)[nH]c1=O	8%	·	·	·	-0.2%	·	-2%	·	·	-3%	-1.7%
CN(C)CCSCCO	0%[11.4 µM]	i	i	?	0.1%[15.4 µM]	i	-1%[11.5 µM]	·	i	1%[11.5 µM]	-1.6%[15.4 µM]
CN(C)c1ccc(-c2nn3c(C4CCCCC4)nnc3s2)cc1	14%	i	i	i	-1.9%	2.1e-07M*	0%	-10%	2.1e-07M*	-10%	-0.9%
Cc1nc2cnc(Oc3cccc(Cl)c3)nc2n(C[C@H]2CCCO2)c1=O	?	i	i	i	0.0%	i	-5%	28%	i	-2%	0.8%
CCOc1cccc(-c2nnc(SCC(=O)Nc3cc(OC)cc(OC)c3)n2N)c1	3%	i	i	i	-1.9%	i	1%	-7%	i	0%	-1.0%
Cc1c(NC(=O)CSc2nncc3ccccc23)c(=O)n(-c2ccccc2)n1C	-2%	?	i	i	-0.3%	i	0%	-2%	i	-1%	-2.1%
O/N=C1\CC/C(=N\O)c2nn(-c3ccccc3Cl)nc21	13%	i	i	i	-1.1%	i	1%	-1%	i	1%	-0.9%
CCc1ccc(CN2C(=O)CCC2(C)C(=O)NC2CCCC2)cc1 (stereo unspecified)	10%	i	i	?	-1.5%	i	1%	-3%	i	1%	-1.1%
c1cncc(-c2ccc3ncnc(N4CCNCC4)c3c2)c1	-7%	i	i	i	1.4%	?	0%	-13%	?	1%	0.6%
CCOC(=O)c1nnn(-c2nonc2N)c1CNC(C)C	0%	i	i	?	-1.7%	i	1%	0%	i	0%	-4.2%
N=C1C(c2nc3ccccc3c(=O)[nH]2)=C(O)CN1CCO	-3%	i	i	i	1.7%	?	-2%	-2%	?	0%	-1.2%
COc1cc(C(=O)NCc2cn3cccc(C)c3n2)cc(OC)c1OC	9%	·	·	·	-0.9%	·	-5%	·	·	3%	-0.8%
CC(=O)Nc1cc2c(cc1C(C)=O)OCCO2	-8%	i	i	?	-0.6%	4.1e-08M*	-2%	-8%	3.5e-08M*	0%	-1.3%

High-throughput results from PubChem BioAssay.
